Source: PubChem
Hsp90 inh: displaces geldanamycin probe from tumor Hsp90. inhibition, % at 30 µM. 0.35% of 64,000 active. NCI-N417 lysate Hsp90, Cy3B-geldanamycin FP displacement;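 active means inhibition above 50%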;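 further: 0% = tracer plus lysate wells and 100% = tracer alone without lysate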
MKP-1 inh: blocks human MKP-1 phosphatase activity; P28562; recombinant MKP-1, OMFP hydrolysis fluorescence; inhibition, %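 (compounds tested at a single concentration somewhere between 10 and 100 µM)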; 0.15% of 65,000 active;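 active means inhibition above about 50%, limit read from the data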;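 further: 0% = DMSO max control wells and 100% = wells with enzyme stopped by NaOH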
RORA act: activates the human nuclear receptor RORA | P35398 | CHO-K1 Gal4-RORA LBD luciferase reporter, luminescence; percent increase over mock-subtracted basal signal | activation, % at 10 µM | 1.5% of 65,000 active | AID 560;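 active means activation above the mean of all tested compounds plus 3 SD, cut at about 49% in these data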;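 further: 0% = DMSO-treated RORA cells and 100% = added signal equal to DMSO minus mock-transfected cells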
TNAP act mid DEA: activators of human TNAP at intermediate phosphate acceptor; purified TNAP, CDP-star luminescence, 100 mM DEA, 30 min; active compounds read high; scale: 0 levamisole-inhibited, 1 vehicle-only enzyme; AID 813; 64,000 tested, under 10 active; P05186; activation factor at 20 µM;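 active means activation factor of at least 2 at 20 µM, relative to controls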
FXIIa mix inh: factor XIIa (human) inhibition, mixture screen. P00748. purified FXIIa, fluorogenic substrate, pooled mixtures. inhibition, % at 5 µM. 0.2% of 62,000 active. AID 684; in the data active means inhibition above about 20%, passing the limit was not always enough;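 further: 0% = enzyme without compound and 100% = no enzyme blank; some results filed as inactive read as strong as hits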
SF1 activator: activates the human nuclear receptor SF-1; Q13285; CHO-K1 Gal4-SF-1 LBD luciferase reporter; % increase over DMSO SF-1-specific signal; activation, % at 10 µM; 1.9% of 65,000 active; AID 522;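 active means activation above the mean activation of all tested compounds plus 3 SD, cut at about 50% in these data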
Target sequence (Q13285 whole entry, looked up, the tested form may be a part): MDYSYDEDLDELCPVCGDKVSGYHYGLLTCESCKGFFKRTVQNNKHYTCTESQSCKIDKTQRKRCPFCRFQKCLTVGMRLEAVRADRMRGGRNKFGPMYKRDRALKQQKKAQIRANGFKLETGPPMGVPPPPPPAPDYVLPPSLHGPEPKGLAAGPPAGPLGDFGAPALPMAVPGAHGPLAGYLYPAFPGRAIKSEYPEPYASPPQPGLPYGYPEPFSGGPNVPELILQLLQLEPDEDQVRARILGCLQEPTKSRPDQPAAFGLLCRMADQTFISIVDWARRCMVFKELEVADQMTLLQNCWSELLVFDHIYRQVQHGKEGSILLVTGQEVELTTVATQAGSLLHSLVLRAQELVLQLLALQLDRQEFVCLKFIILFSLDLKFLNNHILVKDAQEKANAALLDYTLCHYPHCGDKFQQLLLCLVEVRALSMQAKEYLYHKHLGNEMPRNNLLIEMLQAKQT
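Material: CHO-K1 cells with Gal4–hSF-1 LBD chimera plus Gal4-driven luciferase / Input: 4,000 CHO-K1 cells per well / Incubation: compound exposure 20 h at 37 °C / Signal: luminescence read 15 min after SteadyLite luciferase reagent, after room-temperature equilibration / Read-out: percent activation versus DMSO / Benchmarks: DMSO negative control and −SF1 background wells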
D1 allo mod: D1 dopamine receptor (human) allosteric modulation. 5.9% of 58,000 active. P21728. B-score at 10 µM. HEK293 D1, CRE-luciferase, dopamine EC30 potentiation; actives deviate in either direction;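 active means luminescence count or its row- and column-corrected plate score outside the 99.7% band of the plate's sample wells, on either side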
Target sequence (P21728 whole entry, looked up): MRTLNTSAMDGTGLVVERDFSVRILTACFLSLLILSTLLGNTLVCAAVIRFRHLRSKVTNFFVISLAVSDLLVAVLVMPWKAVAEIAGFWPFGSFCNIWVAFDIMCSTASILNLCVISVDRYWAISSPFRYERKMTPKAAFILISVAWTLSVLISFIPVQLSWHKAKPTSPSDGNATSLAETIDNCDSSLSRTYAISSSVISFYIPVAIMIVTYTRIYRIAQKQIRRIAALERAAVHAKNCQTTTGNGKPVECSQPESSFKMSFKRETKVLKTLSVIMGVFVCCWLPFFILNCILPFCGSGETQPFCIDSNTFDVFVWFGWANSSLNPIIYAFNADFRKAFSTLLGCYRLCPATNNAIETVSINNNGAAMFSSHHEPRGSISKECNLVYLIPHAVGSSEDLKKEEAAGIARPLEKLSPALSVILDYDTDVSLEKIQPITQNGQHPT
Her2 expr inh: Her2 kinase expression inhibition | P04626 | SKBR-3 HER2 protein level, AlphaScreen, 18-24 h; active compounds read low | HER2 level % of control, % at 10 µM | 0.69% of 65,000 active;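 active means HER2 level under 5% of the carrier-only control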;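 further: 100% = DMSO carrier and 0% = 500 nM PU-H71 HSP90 inhibitor; lower value means stronger loss of Her2 protein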
Cdc25B inh: inhibitors of human Cdc25B phosphatase. recombinant Cdc25B, OMFP fluorescence Ex485/Em525. 0.1% of 65,000 active. inhibition, %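 (compounds tested at 10 µM final in the well)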. P30305. AID 368; in the data active means inhibition above about 50%
Active calls of the source: *; nt = not tested or not shown.

Molecule,MKP-1 inh,FXIIa mix inh,TNAP act mid DEA,RORA act,SF1 activator,Hsp90 inh,D1 allo mod,Her2 expr inh,Cdc25B inh
COc1ccc(S(=O)(=O)N2CCCN(CC(=O)Nc3ccc(OC)c(Cl)c3)CC2)cc1,23,3,1,6,-13,-1,0.048,88,-17
COc1ccc(-n2ncc3c(N4CCN(c5cc(C)ccc5C)CC4)ncnc32)cc1,2,8,0.9,-8,7,2,-0.37,88,-3
O=C(CCN1CCc2ccccc2C1)Nc1ccccc1,6,9,1,12,6,-5,0.1,75,-6
CCOC(=O)c1ccc(NC(=O)CCc2ccc(C)o2)cc1,9,2,0.9,-2,-8,-2,0.045,79,8
CCn1c(/C=N/n2cnnc2)nc2ccccc21,5,-15,0.9,-21,-25,-4,-1.2,109,-1
O=C(CSc1ncccn1)c1ccccc1Br,-1,-6,0.9,3,45,-10,1.1,81,-10
Cc1ccc2cc(C(c3nnnn3C3CCCC3)N(Cc3cccnc3)Cc3ccco3)c(=O)[nH]c2c1 (configuration not stated),23,3,0.9,17,8,1,-0.52,94,-5
CCOC(=O)C1=C(C)NC(=O)CC1c1cc2c(cc1Br)OCO2 (configuration not stated),9,4,0.9,1,-7,-5,-1.1,72,-2
Cn1c(SCC(=O)c2ccc(F)cc2)nc2cccnc21,11,-16,0.9,-5,8,0,0.049,110,-10
CCN1CCN(C(=O)CN(Cc2ccccc2)S(C)(=O)=O)CC1,0,-15,1,-5,0,-1,0.055,106,-6

Single records, from the list above.
`CCOC(=O)c1ccc(NC(=O)CCc2ccc(C)o2)cc1` as listed: MKP-1 inh: 9; FXIIa mix inh: 2; TNAP act mid DEA: 0.9; RORA act: -2; SF1 activator: -8; Hsp90 inh: -2; D1 allo mod: 0.045; Her2 expr inh: 79; Cdc25B inh: 8
`O=C(CSc1ncccn1)c1ccccc1Br` as listed: MKP-1 inh: -1; FXIIa mix inh: -6; TNAP act mid DEA: 0.9; RORA act: 3; SF1 activator: 45; Hsp90 inh: -10; D1 allo mod: 1.1; Her2 expr inh: 81; Cdc25B inh: -10

Continuation:
Molecule,MKP-1 inh,FXIIa mix inh,TNAP act mid DEA,RORA act,SF1 activator,Hsp90 inh,D1 allo mod,Her2 expr inh,Cdc25B inh
Oc1c(C(c2cccs2)N2CCOCC2)sc2ncnn12 (configuration not stated),10,-5,0.9,0,-7,-2,0.027,105,-8
COc1cccc(NC(=O)CSc2nnc(-c3cccs3)n2C)c1,-13,9,0.8,-4,-8,1,-1,81,1
CCN1CCN(Cc2c(O)ccc3c(=O)c(-c4ccc(OC)c(OC)c4)c(C(F)(F)F)oc23)CC1,18,5,1,0,-8,-2,-0.7,108,-3
CCCc1cc(=O)oc2c(C)c(O)c(CN3CCCCC3)cc12,-15,nt,0.9,-20,-9,2,nt,79,-7
O=C(Cc1coc(-c2ccc(F)cc2)n1)NC1CCCCC1,3,37,1,10,-11,3,-0.15,111,-9
CCC(=O)Oc1ccc(C(CC)C(CC)c2ccc(OC(=O)CC)cc2)cc1 (configuration not stated),-10,5,0.9,-22,-16,-2,0.57,116,-23
COC(=O)c1cc(NC(=O)C2COc3ccccc3O2)cc(C(=O)OC)c1 (configuration not stated),7,-18,0.8,-30,7,-3,1.9,114,-11
O=S1(=O)CC(NCc2ccccc2)C(Nc2ccccc2)C1 (configuration not stated),-1,3,0.9,-15,-10,-2,1.4,214,-6
CCN1C(=O)CSC1=NC1C2CC3CC(C2)CC1C3 (configuration not stated),8,-1,0.9,nt,nt,nt,-0.15,71,-1
COC(=O)CCN(C(C)=O)c1ccc(N)cc1,5,8,0.9,-8,-9,5,0.55,103,8
Cc1cccc(NC(=O)CSc2nnc(-c3ccccc3)n2N)c1,9,-12,0.9,-8,10,nt,-0.42,79,-10
CSc1ncc(C(=O)O)n1-c1ccc(F)cc1,5,6,0.9,-18,6,0,-0.85,96,-14
Cc1cccc(N2C(=O)CC(N(O)c3ccccc3)C2=O)c1 (configuration not stated),-3,4,1,1,11,29,-0.42,111,7
CCOC(=O)C1CC=C(Cl)CC1C(=O)Nc1nccs1 (configuration not stated),-1,2,1,0,-8,-1,0.64,80,-14
O=C(Nc1nc(-c2ccccc2)cs1)c1ccc(Br)o1,2,-20,0.9,8,0,-5,-0.0031,74,-5
COc1ccc2[nH]c(=O)c(CN(Cc3ccco3)Cc3nnnn3Cc3ccccc3)cc2c1,-17,-2,1,-7,8,-4,0.54,99,0
Cc1cccc(N2CCN(C(=O)C3CCCN(S(=O)(=O)c4cnc[nH]4)C3)CC2C)c1 (configuration not stated),11,-22,0.8,-7,7,0,-0.31,101,-7
Brc1ccc(-c2nc3ccccc3s2)s1,-3,3,1,48,54*,-1,-0.85,74,6
CN(C)S(=O)(=O)c1ccc2c(c1)nc(CCC(=O)NCC1CCCCC1)n2C,-1,-7,0.9,8,-1,-5,0.16,88,2
COC(=O)c1ccc(CSc2ncnc3sc(C)c(C)c23)o1,23,10,1,-38,-6,-6,0.24,78,-7
O=S1(=O)c2cccc3cccc(c23)N1Cc1ccc(-c2nnco2)cc1,33,-2,0.9,-15,-7,1,0.86,66,-18
O=C1CC(C2CCCO2)C(=O)N1c1cccc(Cl)c1 (configuration not stated),7,5,1,-12,2,1,-0.54,119,-13
Cn1c(N2CCC(C(N)=O)CC2)nc2c1c(=O)n(Cc1ccc(Br)cc1)c(=O)n2C,12,-6,0.8,-2,-5,-6,1.3,145,-4
c1ccc(Cn2nnc3cnccc32)cc1,14,-13,0.9,12,-8,0,0.26,140,0
CCN(C(=O)COC(=O)C(Cc1ccccc1)N1C(=O)c2ccccc2C1=O)C1CCS(=O)(=O)C1 (configuration not stated),9,-15,0.9,-5,15,nt,0.72,nt,-17
Cc1ccc(CNC(=O)CCCn2c(=O)c3ccccc3n(CC(=O)NCc3ccco3)c2=O)cc1,11,46,0.9,-22,7,0,0.61,107,13
COC(=O)C1[C@H]2C(=O)N(Cc3cccs3)C[C@]23C=C[C@H]1O3 (some centres not stated),-9,9,0.9,-7,1,-1,0.017,54,12
N=c1sccn1CC(=O)Nc1cccc(Oc2ccccc2)c1,20,6,0.9,7,0,-7,-0.97,121,-6
CCc1cc(C(=O)c2ccccc2OC)c(N)s1,-3,3,0.9,-21,3,-1,-1.6,123,-12
CCOC(=O)C1Cn2c(nc3c(c2=O)C(C)(CC)Cc2ccccc2-3)S1 (configuration not stated),-6,8,1,-5,-9,0,-0.31,97,-5
O=C(OCC(=O)c1cccs1)c1ccccc1,7,-20,1,38,10,-2,1,77,-16
CCOC(=O)N1CCN(C(=O)CN(c2ccc(Oc3ccccc3)cc2)S(C)(=O)=O)CC1,9,2,0.9,20,-1,nt,nt,74,-15
CC1(C)Oc2ccc(NC(=O)C3COc4ccccc4O3)cc2O1 (configuration not stated),19,4,0.9,43,35,6,-4.3*,67,6
COc1ccc(CCNC(=O)CSc2nnc(CNc3ccc(Cl)cc3)o2)cc1OC,2,6,0.8,10,5,1,0.053,117,6
O=C(C1CCCO1)N1CCN(C(c2ccccc2)c2ccccc2)CC1 (configuration not stated),9,3,0.9,-14,-1,0,0.054,63,-7
COc1ccc(C(c2sc3nc(C)nn3c2O)N2CCC(C(N)=O)CC2)cc1OC (configuration not stated),11,0,0.9,-8,6,1,-1.3,81,-2
O=C1c2ccc(Oc3ccc4c(c3)C(=O)N(CCCO)C4=O)cc2C(=O)N1CCCO,2,45,1,16,-19,-4,-0.22,95,-11
O=C(NCC1COc2ccccc2O1)c1ccc(NC(=O)c2ccco2)cc1 (configuration not stated),-17,12,0.9,10,3,3,0.054,64,-11
COc1ccc(Cl)cc1N1C(=O)C2CCCN2C1c1ccc(F)c(F)c1 (configuration not stated),4,6,0.9,-21,2,-3,-0.17,97,-9
CCS(=O)(=O)N1CCN(C2CCC(c3ccccc3)CC2)CC1 (configuration not stated),-4,1,1,8,4,0,nt,55,3
Cc1cc2oc(=O)cc(COC(=O)Cn3cnnn3)c2cc1C(C)C,11,-18,0.9,-7,-4,-1,nt,114,-1
COc1cc(C)c(-c2cc(C(=O)O)c(C)o2)cc1C(C)C,5,0,0.9,-3,13,2,2.2,135,-5
O=C(CSCc1ccco1)Nc1cc(C(F)(F)F)ccc1N1CCOCC1,12,-29,0.9,-5,-11,nt,0.3,40,-6
Cc1cccc(-n2c(Cc3cc(=O)[nH]c(=O)[nH]3)nnc2SC(C)C)c1,0,-7,0.9,0,13,-2,0.6,113,-1
CCOC(=O)c1csc(Nc2nc3ccc(F)cc3s2)n1,12,5,1,24,-36,-5,nt,68,28
CN1C(=O)OC2(C)CCc3ccccc3C12C (configuration not stated),-5,5,0.9,-20,10,1,1.5,103,-13
O=C1NCN(c2ccccc2)C12CCN(c1nnnn1-c1ccccc1)CC2,33,0,1,8,3,-6,nt,68,3
Cc1ccccc1OCC(=O)N(Cc1nc(-c2ccccc2)no1)C(C)C,6,19,0.9,10,0,-3,0.096,nt,-22
COCCNC(=O)c1ccc(CS(=O)(=O)c2ccc(OC)cc2)o1,-13,-8,0.8,-5,-14,0,0.2,78,-3
COC(=O)c1ccccc1NC(=O)c1c(O)c2c([nH]c1=O)CCCC2,15,0,1,-18,0,nt,1.7,373,-7

The listing continues.
Molecule,MKP-1 inh,FXIIa mix inh,TNAP act mid DEA,RORA act,SF1 activator,Hsp90 inh,D1 allo mod,Her2 expr inh,Cdc25B inh
Clc1cccc2sc(N3CCN(c4ccccc4)CC3)nc12,-11,3,0.9,3,27,1,0.31,77,3
NC(=O)C1CCN(C(=O)CN(c2cccc(C(F)(F)F)c2)S(=O)(=O)c2ccccc2)CC1,13,-9,1,4,-13,-2,-2.3*,110,-8
CS(=O)(=O)c1cccc(C(=O)NCc2ccccc2)c1,-7,-20,1,-11,1,-4,0.35,103,7
O=c1[nH]c(CSc2nnc(COc3ccccc3)n2-c2ccccc2)nc2ccccc12,14,1,0.7,-6,2,-3,0.25,66,1
COc1cc(NC(=O)c2noc3c2CCC3)c(OC)cc1Cl,-1,8,1,5,-12,-7,1.3,97,9
Cc1cccc(-n2c(SCc3cc(=O)n4ccsc4n3)nc3ccccc32)c1,15,2,0.8,9,10,-28,3.3,83,6
Cc1c(C(=O)NCC2COc3ccccc3O2)oc2ccc(S(=O)(=O)N3CCOCC3)cc12 (configuration not stated),nt,8,0.9,1,16,nt,nt,64,nt
Nc1ccc2c(c1)-c1ccccc1S(=O)(=O)N2,12,9,1.1,-2,12,19,-0.22,113,-11
Cc1nc2cc(-c3cccc(F)c3)nn2c(C)c1CCC(=O)NC(C)CCc1ccco1 (configuration not stated),12,5,0.9,-35,-26,0,-1.5,67,-9
O=C(Nc1ccon1)c1ccc(Cl)s1,18,8,0.9,1,8,-8,-0.84,102,-8
CCCc1cc(C(=O)OC)c(NC(=O)OCC)s1,-2,-4,0.9,-22,3,-4,1.4,77,-9
O=C(Nc1cccnc1)c1c(F)c(F)c(F)c(F)c1F,-9,-16,0.9,-8,-4,19,-0.0048,121,-6
COc1cc(C2C(C#N)=C(N)Oc3cc(N(C)C)ccc32)cc2c1OCO2 (configuration not stated),10,-1,0.9,-17,-59,-6,7.3*,61,-7
COc1ccc(CN(Cc2ccccn2)S(=O)(=O)c2ccc(-n3cnnn3)cc2)cc1,4,4,0.9,-5,2,-2,0.18,109,-18
Cc1cc(C)cc(NC2=NC3(CCCCC3)N=C(N)N2)c1,-3,-24,1.2,8,-12,0,-5.3*,77,-5

Outcome played no part in choosing rows (roughly 8.9% active in at least one column).
